Epigenetic reg: derepresses silenced GFP reporter in murine cells; murine LDR cells, GFP reporter derepression, 30 h; 280,000 tested, 0.2% active; AID 1865; Potency, µM (highest dose often 53.9 µM), without a hit: at the highest dose GFP activation, most hits filed as activators; further: % of control where 0% means no effect; nearly all actives have a fitted effect of over 60% in size
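In this reporter-derepression format, murine cells bearing a silenced integrated CMV-GFP locus incubate with test compound (30 h, 37 C), then are washed and imaged; fluorescent objects of 20–120 um count as induced cells.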
NPSR antag: neuropeptide S receptor (human) antagonism, cAMP | CHO-NPSR cells, cAMP TR-FRET, antagonist mode | Q6W5P4 | Potency, µM (titrated, usually from 38.3 µM), for the others: at the top dose activity change, negative = inhibition, usual class: inhibitors | 220,000 tested, 1% active; further: on the % scale 0 is the no-effect control and ±100 the full control effect; nearly all actives have a fitted effect of over 50% in size; many of its hits are not listed in these tables
JMJD2E inh: JMJD2E (human) inhibition. B2RXH2. JMJD2E catalytic domain, FDH-coupled NADH fluorescence (FDH is formaldehyde dehydrogenase). Potency, µM (titrated, usually from 57.1 µM), without a hit: at the highest dose activity change, negative = inhibition, actives largely listed as inhibitors. 230,000 tested, 1.6% active. AID 2147; active means well fitted inhibition curve with a large enough effect, not every such curve was filed as active; inconclusive means small, poorly fitted or top-dose-only effect, or another doubt; inactive means no such curve, though single readings can be large or run the other way;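 further: 0% = wells with enzyme and -100% = buffer wells without enzyme; nearly all actives have a fitted effect of over 50% in size; many of its hits are not listed in these tables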
RGS12 GoLoco inh: blocks human Gai1 binding to RGS12 GoLoco peptide, red readout; Potency, µM (highest dose often 61.6 µM), for inactives: at the highest dose activity, negative = inhibition, actives largely listed as inhibitors; Gai1:RGS12 GoLoco peptide FP, rhodamine, 10 min; P63096; AID 880; 230,000 tested, 0.44% active; active means well fitted inhibition curve with a large enough effect, not every such curve was filed as active; inactive means no such curve, though single readings can be large or run the other way; further: on the % scale 0 is the no-effect control and ±100 the full control effect; nearly all actives have a fitted effect of over 30% in size; many of its hits are not listed in these tables
Target sequence (P63096 whole entry, looked up): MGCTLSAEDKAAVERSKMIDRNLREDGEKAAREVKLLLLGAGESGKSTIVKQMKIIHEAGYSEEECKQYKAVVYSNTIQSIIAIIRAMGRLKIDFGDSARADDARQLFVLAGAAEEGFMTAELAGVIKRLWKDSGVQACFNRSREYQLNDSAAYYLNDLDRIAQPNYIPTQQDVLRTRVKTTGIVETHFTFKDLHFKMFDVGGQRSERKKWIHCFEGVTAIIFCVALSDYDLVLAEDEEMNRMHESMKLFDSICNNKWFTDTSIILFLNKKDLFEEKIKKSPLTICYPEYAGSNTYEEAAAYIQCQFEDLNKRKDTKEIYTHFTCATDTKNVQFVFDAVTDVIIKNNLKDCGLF
KinaseGlo FLuc: counter-screen: inhibitors of Kinase-Glo firefly luciferase; Kinase-Glo luciferase, ATP luminescence, 8 min; Potency, µM (highest dose often 38.3 µM), inactives show top-dose activity change, negative = inhibition, most hits filed as inhibitors; 200,000 tested, 0.28% active; AID 1379; further: on the % scale 0 is the no-effect control and ±100 the full control effect; nearly all actives have a fitted effect of over 60% in size
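Substrate mix (final 50 mM imidazole pH 7.2, 50 mM KCl, 7 mM MgCl2, 10 uM ATP, 0.01% Tween 20, 0.05% BSA) plus pin-tool compound, then Kinase-Glo detection mix; 8 min ambient, luminescence read.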
SMN2 splice enh: increases expression of the SMN2 splice variant; HEK293 SMN2-luciferase splicing reporter, luminescence, 30-36 h; Potency, µM (titrated, usually from 46.1 µM), without a hit: at the top dose activity change, positive = activation, most hits filed as activators; 210,000 tested, 2.8% active; AID 1458; further: % of control where 0% means no effect; nearly all actives have a fitted effect of over 55% in size
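HEK293 cells carry an SMN2 minigene-luciferase reporter in which exon 7 inclusion puts luciferase in frame. Cells were seeded at 2000 cells/well, attached for 10-12 hours, then exposed to compounds for 30-36 hours at 37C before ONE-Glo luminescence.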
IMPase Li inh: cell-permeable IMPase inhibitors with lithium potentiation. 210,000 tested, 0.35% active. Potency, µM (doses to about 59.4 µM), for the others: at the top dose activity, negative = IMPase inhibition, actives largely listed as inhibitors. CHO-M1 cells, IP1 TR-FRET (IP-One), carbachol + lithium;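 further: IP1 builds up when IMPase is blocked and the TR-FRET signal falls; plate controls were basal vehicle for no effect and high inhibitor control for full effect; nearly all actives have a fitted effect of over 50% in size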
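Concentration–response in CHO-M1 cells, lithium-potentiated; 30 min at 37C. IP1 detected by competitive TR-FRET after 10 min lysis at RT. Hill-fitted AC50.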
RECQ1 helicase: blocks DNA unwinding by human RECQ1; P46063; 240,000 tested, 0.54% active; Potency, µM (highest dose often 57.3 µM), for the others: at the highest dose activity, negative = inhibition, most hits filed as inhibitors; RECQ1 DNA unwinding, red fluorescence kinetic read;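 further: plate controls were vehicle for no effect and no enzyme for full effect; nearly all actives have a fitted effect of over 30% in size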
Target sequence (P46063 whole entry, looked up): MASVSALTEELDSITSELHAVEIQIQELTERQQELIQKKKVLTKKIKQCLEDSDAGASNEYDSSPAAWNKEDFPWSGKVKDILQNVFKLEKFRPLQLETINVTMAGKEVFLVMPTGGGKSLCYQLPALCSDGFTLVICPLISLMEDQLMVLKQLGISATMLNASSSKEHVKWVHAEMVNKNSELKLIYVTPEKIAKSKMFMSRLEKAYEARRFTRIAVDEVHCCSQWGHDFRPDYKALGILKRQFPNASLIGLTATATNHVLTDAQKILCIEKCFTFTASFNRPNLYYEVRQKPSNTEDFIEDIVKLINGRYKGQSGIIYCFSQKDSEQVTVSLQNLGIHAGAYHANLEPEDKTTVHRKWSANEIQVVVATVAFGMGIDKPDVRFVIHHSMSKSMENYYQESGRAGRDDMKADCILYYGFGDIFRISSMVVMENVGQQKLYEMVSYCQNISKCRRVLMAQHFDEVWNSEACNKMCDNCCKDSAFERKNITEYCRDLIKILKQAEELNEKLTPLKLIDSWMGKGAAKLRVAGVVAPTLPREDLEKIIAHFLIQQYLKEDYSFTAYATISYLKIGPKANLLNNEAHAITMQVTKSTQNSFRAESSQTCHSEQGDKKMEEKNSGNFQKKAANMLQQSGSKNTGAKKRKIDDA
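50 nM RECQ1T1 preincubated 15 min with compound in Tris pH 8.0 buffer with MgCl2, DTT, Tween-20 and 2.5 ug/ml poly(dI-dC); started with 200 nM TAMRA/BHQ-2 forked duplex and 2 mM ATP. Unwinding read as fluorescence (525/598 nm), two reads 2 h apart.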
Numbers without * were called inactive; i = inactive; ? = inconclusive; . = not tested or not shown; [ ] = another dose, or the depositor's remark. Unless noted, the call rests on the fitted dose curve; in most records, active means well fitted curve in the direction sought with a large enough effect; inconclusive means small, poorly fitted or top-dose-only effect, or another doubt; inactive means no such curve, though single readings can be large; an effect the other way counts as inactive or inconclusive. Potency means the concentration at half of the fitted maximal effect. The list is partial; count on the stated rates, not on these rows.

SMILES	Epigenetic reg	NPSR antag	JMJD2E inh	RGS12 GoLoco inh	KinaseGlo FLuc	SMN2 splice enh	IMPase Li inh	RECQ1 helicase
COc1cccc(C(=O)NNC(=S)NC2CCCCC2)c1	0.0%	10%	-5%	-1%	-1%	?	-4%	1%
COc1ccc(CCSc2nnc(C3CCCCC3)n2N)cc1	-0.1%	-9%[46.1 µM]	-27%	6%	-4%	-27%	-8%[38.3 µM]	-11%
O=C(CSCc1cnn(-c2ccccc2)c1-n1cccc1)NCc1cccnc1	-1.6%	-15%	-8%	-24%	-5%	-40%[inhibitor]	26%	0%
Cn1c(=O)[nH]c(=O)c2c1nc(NC1CCCCC1)n2Cc1ccccc1	-0.9%	-29%[46.1 µM]	8%	1%	12%	13%	-8%[38.3 µM]	-10%
COc1ccc(CC(=O)NCc2ccc3c(c2)cc(C)n3C)cc1OC	6.0%	6%	-9%	1%	-1%	-41%[inhibitor]	-11%	9%
C[N+]1(CN2C(=O)C3C4C=CC(C4)C3C2=O)CCCCC1 (stereo unspecified)	2.4%	-12%	-3%	4%	.	.	.	-7%
CCc1nnc(NC(=O)CSc2nnc(-c3cccnc3)n2CCc2ccccc2)s1	1.0%	-14%[46.1 µM]	2%	-3%	-6%	?	26%[38.3 µM]	i
Cc1c(Br)c([N+](=O)[O-])nn1C(C)C(=O)NCc1cccs1 (stereo unspecified)	0.0%	-6%[46.1 µM]	3%	2%	-6%	-18%	1%[38.3 µM]	1%
O=C(O)c1cccc(-c2nnn(Cc3ccccc3)n2)c1	-1.2%	-15%[46.1 µM]	-1%	14%	2%	2.5µM*	7%	-7%
CCOC12CC(C)(C)CC(C)(CC3=C1C(=O)CC(C)(C)C3)C2 (stereo unspecified)	-1.7%	-7%	6%	9%	-2%	-6%	0%	2%
COc1ccc(NC(=S)N(CCc2c(C)[nH]c3ccc(C)cc23)Cc2ccco2)cc1	-5.7%	-26%	-12%	20%	2%	-13%	17%	-19%
Cc1ccc(S(=O)(=O)N2CCCCC2C(=O)N2CCN(Cc3ccccc3)CC2)cc1 (stereo unspecified)	-1.5%	6%[7.67 µM]	5%	1%	1%	-17%	9%[38.3 µM]	-14%
Cc1ccc(Cl)cc1N1CCN(C(=O)Cc2cn(C)c3ccccc23)CC1	3.8%	?	0%	3%	8%	-34%	36%[activator][38.3 µM]	-17%
O=C(CN(c1ccc(Cl)c(C(F)(F)F)c1)S(=O)(=O)c1ccccc1)N1CCOCC1	0.0%	-17%[46.1 µM]	-4%	3%	-4%	8%	-9%[38.3 µM]	-2%
Cc1ccc(OC(=O)c2cc(C)nn2C(C)(C)C)cc1	-0.8%	-3%	14%	3%	.	.	.	-11%
Cc1ccc(N(C)C(=O)N2CCN(S(=O)(=O)c3ccc4ccccc4c3)CC2)cc1	0.8%	-20%[46.1 µM]	2%	2%	-3%	-17%	12%[38.3 µM]	-7%
O=C(Nc1ccc(S(=O)(=O)NCCc2ccccc2)cc1)c1ccco1	-1.1%	-3%[46.1 µM]	10%	63%[activator]	0%	?	52%[activator][38.3 µM]	2%
Cc1ccc(/C=N/NC(=O)CNC(=O)c2ccc(C)c([N+](=O)[O-])c2)o1	0.0%	-2%	-7%	-2%	-2%	-10%	2%	11%
Cc1ccc(Sc2ccc(CO)cc2[N+](=O)[O-])cc1	-0.5%	-10%	-5%	3%	3%	-11%	0%	-23%
CCO[C@H]1OC(C(=O)NCc2nc3ccccc3[nH]2)=C[C@@H](c2ccccc2)[C@@H]1CCCO	-2.9%	-13%	8%	-1%	.	.	12%	-20%
COc1ccc(N=c2scc(-c3ccc(OC)cc3)n2CCO)cc1	0.0%	-19%[46.1 µM]	9%	-4%	0%	-97%[inhibitor]	13%	-8%
CCCCN(C)CCn1c(=S)[nH]c2ccc(N3CCOCC3)cc2c1=O	0.0%	-13%[46.1 µM]	?	-11%	2%	-24%	17%[38.3 µM]	-11%
CCCC(=O)N1c2ccccc2C(N(C(C)=O)c2ccccc2)CC1C (stereo unspecified)	-1.2%	-14%[46.1 µM]	-1%	16%	-1%	-14%	6%[38.3 µM]	-4%
O=C1CSC(=S)N1CC1CCCO1 (stereo unspecified)	0.4%	-5%[46.1 µM]	1%	52%[activator]	-4%	-4%	1%[38.3 µM]	?
COc1cccc(-n2nnc3c(=O)n(CC(=O)N4CCC(C)CC4)cnc32)c1	0.0%	5%	-13%	-10%	3%	-2%	9%	-6%
Cn1nc(-c2ccc(Cl)cc2)c2cc(C(=O)N3CCOCC3)sc21	-1.0%	-13%[46.1 µM]	?	8%	16%	-1%	20%[38.3 µM]	-5%
O=C(O)C1OC(Oc2cc3oc(-c4ccccc4)cc(=O)c3c(O)c2O)C(O)C(O)C1O (stereo unspecified)	0.0%	-6%	2%	-21%	-1%	-19%	?	-11%
COc1ccc(-c2nncnn2)cc1	1.0%	-5%	?	-15%	0%	10%	8%	-1%
O=C(Nc1ccccc1)N1CCCc2ccccc21	-0.8%	-3%[46.1 µM]	5%	-1%	-1%	14%	6%	3%
CCc1ccc(NC(=S)NC(=O)c2c(-c3ccccc3Cl)noc2C)cc1	3.0%	-34%	-17%	4%	.	.	.	-30%
CCOC(=O)C1CCCN(c2c(NCC3CCCO3)c(=O)c2=O)C1 (stereo unspecified)	0.8%	-13%[46.1 µM]	-4%	9%	0%	?	-9%[38.3 µM]	-12%
COc1ccc(-n2nnnc2SCC#CCO)cc1	-1.0%	-7%[46.1 µM]	-3%	0%	0%	?	20%[38.3 µM]	-2%
Cc1ccccc1-n1c(=O)cc(N2CCN(Cc3ccccc3)CC2)[nH]c1=O	0.0%	8%[46.1 µM]	0%	-29%	0%	-1%	13%[38.3 µM]	-15%
CCC(=O)NC(=S)Nc1ccc(Cl)cn1	-2.3%	-6%[46.1 µM]	-2%	7%	-1%	27%	-10%[38.3 µM]	-15%
COc1nc(Oc2ccc(=O)[nH]n2)nc(N2CCOCC2)n1	-0.8%	-5%[46.1 µM]	-3%	-2%	-3%	-15%	20%[38.3 µM]	-6%
CC1CC(C)CN(CCOc2ccc(Cl)cc2Cl)C1 (stereo unspecified)	0.0%	-7%[46.1 µM]	?	-3%	19%	.	45%[activator][38.3 µM]	13%
Cc1ccc(S(=O)(=O)c2c(C)nn(C(C)(C)C)c2OC(=O)C2CCCC2)cc1	-1.1%	?	-5%	2%	2%	3%	12%[38.3 µM]	-13%
COc1ccc(-c2nc(NC(=O)CCNC(=O)c3ccco3)sc2C)cc1	-0.2%	-17%	-1%	14%	6%	-26%	15%	-9%
O=c1c2ccccc2c(/C=N/n2cnnc2)c(O)n1-c1ccccc1F	-0.9%	-7%[46.1 µM]	?	-2%	2%	14%	-27%[38.3 µM]	i
CN(C)S(=O)(=O)N1CCN(c2ccccc2)CC1	-4.0%	0%[46.1 µM]	-3%	5%	17%	-7%	16%[38.3 µM]	-4%
O=C(O)COCC(=O)Nc1ccc(Oc2ncnc3cc(Cl)ccc23)nc1	0.0%	15%	-13%	-1%	.	.	.	i
Cc1ccc(C(C(=O)NC(C)(C)C)N(C(=O)c2csnn2)C2CC2)cc1 (stereo unspecified)	-1.9%	-2%[46.1 µM]	-5%	-2%	2%	6%	2%	-5%
Cc1ccc(N(CC(=O)Nc2cccc(N(C)S(C)(=O)=O)c2)S(C)(=O)=O)cc1	?	-21%[46.1 µM]	-2%	-8%	-2%	5%	8%[38.3 µM]	i
CC(C)(C)OC(=O)NCCc1n[nH]c(=S)o1	0.5%	?	5%	5%	.	.	.	-9%
Cc1ccc(C(=O)N2CCCCCC2)cc1Br	1.3%	2%[46.1 µM]	3%	9%	8%	-1%	-1%[38.3 µM]	-2%
O=C(NCc1ccco1)c1ccc(Cn2c(=O)c3ccccc3n(Cc3ccc(Cl)cc3)c2=O)cc1	1.0%	-11%[46.1 µM]	-16%	4%	-3%	-7%	29%[38.3 µM]	-11%
COc1cccc(C(=O)N/N=c2\oc3c(OC)cccc3cc2C(=O)NCc2ccccc2)c1	5.3%	?	-1%	9%	2%	-20%	9%	-9%
O=C(c1coc(=O)c(Br)c1)N1CCC(C(O)(c2ccccc2)c2ccccc2)CC1	?	19%	?	6%	.	.	.	-17%
COc1cccc(Nc2nc(N)c([N+](=O)[O-])c(NCc3ccco3)n2)c1	2.4%	-26%	3%	-7%	.	.	.	-4%
CSc1ccccc1NC(=O)CSCc1ccc(C)cc1	2.0%	-20%[46.1 µM]	5%	13%	1%	-14%	20%[38.3 µM]	i

Some values from the results shown:
O=C(NCc1ccco1)c1ccc(Cn2c(=O)c3ccccc3n(Cc3ccc(Cl)cc3)c2=O)cc1 @ NPSR antag: -11%[46.1 µM]
Cc1ccc(C(C(=O)NC(C)(C)C)N(C(=O)c2csnn2)C2CC2)cc1 (stereo unspecified) @ KinaseGlo FLuc: 2%

New compounds follow:
SMILES	Epigenetic reg	NPSR antag	JMJD2E inh	RGS12 GoLoco inh	KinaseGlo FLuc	SMN2 splice enh	IMPase Li inh	RECQ1 helicase
CCCC(C(=O)c1ccccc1)n1cncn1 (stereo unspecified)	-1.0%	-10%[46.1 µM]	7%	5%	-1%	.	22%[38.3 µM]	-2%
Cc1ccc(-c2nnc(N3CCN(C(=O)COc4ccccc4)CC3)c3ccccc23)cc1	2.8%	?	-8%	4%	2%	-54%[inhibitor]	37%[activator][38.3 µM]	i
COc1ccc2c(c1)nc(N)n2Cc1ccccc1	2.2%	-15%[46.1 µM]	3%	-12%	-5%	-24%	20%[38.3 µM]	-4%
CC(=O)Nc1ccc(S(=O)(=O)Nn2cnnc2)cc1	5.2%	7%	-11%	-1%	1%	8%	3%	5%
CCS(=O)(=O)N1CCN(C(=O)c2cccnc2)CC1	0.0%	3%[46.1 µM]	-4%	-1%	-1%	-22%	5%[38.3 µM]	5%
Fc1ccc(C2=NN(c3ccccc3)C(c3ccco3)C2)cc1 (stereo unspecified)	-1.4%	26%	?	5%	-2%	.	-27%	i
Cc1cccc(C(=O)NC(NC(=S)Nc2ccc(S(N)(=O)=O)cc2)C(Cl)(Cl)Cl)c1 (stereo unspecified)	-1.0%	-7%	3%	23%	11%	12%	-1%	0%

Screening results deposited in PubChem BioAssay by National Center for Advancing Translational Sciences (NCATS).
